High-throughput results as filed in PubChem BioAssay.
PMI activator – increases human mannose-6-phosphate isomerase activity; P34949; purified human PMI, coupled resazurin fluorescence, 20 min; active compounds read high; 1 = vehicle control, 0 substrate-free wells; activation factor at 20 µM; 190,000 compounds, 0.005% hits;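 active = activation factor of 2 or more at 20 µM, relative to plate controls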
Hsp70 act – switches on Hsp70 transcription; 200,000 compounds, 0.04% hits; HeLa Hsp70 promoter luciferase reporter, luminescence; scaled: vehicle 0, proteasome-inhibitor control 100%; activation, % at 10 µM;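 active = activation above the mean across all tested compounds plus 3 SD, cutoff set per campaign, cut at about 5.5% in these data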;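 also: 100% = MG132 at 30 µM as the positive control and 0% = DMSO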
TNAP inh noacc – blocks human TNAP activity with no phosphate acceptor present | purified TNAP, CDP-star luminescence, 30 min | inhibition, % at 20 µM | P05186 | 200,000 compounds, 0.26% hits;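 active = tissue-nonspecific alkaline phosphatase inhibition above about 50% at 20 µM in the single-dose screen, limit read from the data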;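 also: 0% = DMSO negative control and 100% = EDTA positive control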
Target sequence (P05186 whole entry, looked up): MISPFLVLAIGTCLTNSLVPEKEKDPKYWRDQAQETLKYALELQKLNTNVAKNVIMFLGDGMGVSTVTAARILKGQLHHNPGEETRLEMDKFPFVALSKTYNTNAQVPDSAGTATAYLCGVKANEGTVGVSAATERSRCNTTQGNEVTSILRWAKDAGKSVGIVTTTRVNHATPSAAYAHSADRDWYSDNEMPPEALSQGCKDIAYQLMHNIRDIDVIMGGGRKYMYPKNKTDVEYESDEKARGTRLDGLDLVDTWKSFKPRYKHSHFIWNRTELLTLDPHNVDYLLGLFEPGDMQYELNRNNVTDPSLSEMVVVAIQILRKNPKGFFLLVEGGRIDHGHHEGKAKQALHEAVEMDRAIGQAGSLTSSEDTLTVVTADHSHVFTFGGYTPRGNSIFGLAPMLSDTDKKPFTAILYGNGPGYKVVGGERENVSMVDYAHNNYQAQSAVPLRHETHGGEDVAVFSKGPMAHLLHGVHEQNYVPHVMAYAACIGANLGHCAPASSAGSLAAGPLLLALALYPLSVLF
HMGR II inh – inhibitors of class II HMG-CoA reductase from Enterococcus faecalis; 190,000 compounds, 0.41% hits; purified E. faecalis HMGR, NADPH absorbance 340 nm kinetic; inhibition, % at 10 µM;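 active = inhibition above a set limit, the median over all tested compounds plus 3 SD, cut at about 9.5% in these data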;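 also: enzyme runs in reverse so mevalonate oxidation gives rising NADPH absorbance; 0% = complete reaction with DMSO and 100% = background rate lacking mevalonate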
Redox H2O2 prof – compounds producing H2O2 with reducing agent – biochemical, NIH compound library profiling, artefact control for MLSCN library redox annotation, primary screen; DTT-dependent redox cycling H2O2, phenol red/HRP absorbance; 100% = 100 µM peroxide control, 0% = buffer; activation, % at 10 µM; 200,000 compounds, 0.03% hits;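 active = activation of at least 50% relative to the plate's high and low controls in the primary single-dose screen; inactive = activation below 50%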;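 also: compound incubated with DTT at 0.8 mM final as the reducing agent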
L major viab – reduces viability of Leishmania major promastigotes; resazurin fluorescence viability; inhibition, % at 10 µM; 200,000 compounds, 9% hits; in the data active = inhibition above about 50%;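 also: promastigotes grown with compound for 44 hours at 28 °C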
S1P3 antagonist – S1P3 (human) receptor antagonism | AID 485 | Q99500 | CHO S1P3 NFAT-BLA reporter, FRET fluorescence, antagonist mode | inhibition, % at 4.98 µM | 170,000 compounds, 0.27% hits;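 active = inhibition above the plate cutoff, the mean inhibition of test wells on that plate plus 3 SD, cut at about 28% in these data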;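 also: cells challenged with S1P at its EC80 of 0.8 µM; blue over green emission ratio from cleaved BLA substrate after 4 h stimulation; 0% = S1P-stimulated wells and 100% = unstimulated DMSO-only wells; some compounds past the cut are filed as inactive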
Target sequence (Q99500 whole entry, looked up): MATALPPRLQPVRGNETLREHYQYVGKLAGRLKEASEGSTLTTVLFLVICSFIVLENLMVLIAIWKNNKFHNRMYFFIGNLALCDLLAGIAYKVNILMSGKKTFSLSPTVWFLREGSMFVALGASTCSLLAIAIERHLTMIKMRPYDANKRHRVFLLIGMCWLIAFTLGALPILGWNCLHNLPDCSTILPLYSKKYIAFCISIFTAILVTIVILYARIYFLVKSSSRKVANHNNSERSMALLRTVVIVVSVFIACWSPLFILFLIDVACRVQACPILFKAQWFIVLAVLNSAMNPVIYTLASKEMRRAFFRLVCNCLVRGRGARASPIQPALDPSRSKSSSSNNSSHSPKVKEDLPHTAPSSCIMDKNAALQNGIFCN
TNAP inh hiacc – TNAP (human) inhibition, high acceptor. P05186. purified TNAP, CDP-star luminescence, 1 M DEA. inhibition, % at 20 µM. 200,000 compounds, 0.03% hits. AID 1135;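 active = over 50% inhibition of tissue-nonspecific alkaline phosphatase at 20 µM in the single-dose screen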;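 also: plate controls were DMSO wells for no effect and EDTA-quenched wells as full inhibition for full effect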
RAM inhibit – inhibitors of the yeast RAM network; S. cerevisiae dse1pr::URA3 reporter, 5-FOA growth OD615, 2 d; analog-sensitive cbk1-as2 kinase mutant strain; inhibition, % at 50 µM; 190,000 compounds, 1.8% hits; AID 868;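 active = inhibition above a set limit, 3 SD over mean compound inhibition, cut at about 8.4% in these data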;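 also: 0% = DMSO-only wells with no growth and 100% = 10 µM 1-NA-PP1 full growth; inhibition rescues growth on 5-FOA so higher OD means more RAM inhibition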
PMI act hi M6P – PMI (human) activation, high substrate; activation factor at 20 µM; coupled PMI enzyme assay, resazurin fluorescence, 20 min; active compounds read high; 1 = untreated enzyme, 0 = substrate-free blank; AID 1216; 190,000 compounds, 0.34% hits;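 active = activation factor of 2 or more at 20 µM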
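Material: human phosphomannose isomerase with PGI, G6PDH, diaphorase coupling enzymes / Reagent: Man-6-P substrate 1.0 mM / Dosing: single compound dose of 20 µM, 1% DMSO final / Incubation: enzyme reaction with compound 20 min at room temperature / Signal: resorufin fluorescence (Ex 544/Em 590 nm) from resazurin via diaphorase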
Numbers without * were called inactive; . = no result given.

Below each SMILES: PMI activator	Hsp70 act	TNAP inh noacc	HMGR II inh	Redox H2O2 prof	L major viab	S1P3 antagonist	TNAP inh hiacc	RAM inhibit	PMI act hi M6P
- Cc1ccc(S(=O)(=O)C(CCC(=O)N2CCOCC2)S(=O)(=O)c2ccc(C)cc2)cc1
  0.9	-0.2	-10	-3	1.2	3	6	-3	1.9	0.9
- O=C(NNC(=O)c1ccc(F)cc1F)c1ccc2c(c1)OCO2
  1	0.3	4	1	0.1	-6	-10	1	0.4	1
- O=C(OC1CCOC1=O)c1ccc(Cl)c(S(=O)(=O)N2CCCCC2)c1 (centres undefined)
  1	0.0	-5	2	-2.0	-4	0	1	0.9	1
- O=C(NC1CCCCC1)C(c1cccs1)N(CCCN1CCOCC1)C(=O)c1ccc(-c2ccccc2)[nH]1 (centres undefined)
  1	-0.2	-15	2	0.4	25	-19	-6	2.3	1
- CCc1ccc(/C=N/NC(=O)c2ccc(OC3CCCC3)cc2)s1
  1	-0.4	-10	-1	0.0	4	.	2	0.9	1
- COc1ccc(/C(C)=N/NC(=O)C2C3CCCCC32)c(OC)c1 (centres undefined)
  1.1	0.2	-4	0	-0.9	-3	-5	-1	1.5	1.1
- Cc1c(Cl)c([N+](=O)[O-])nn1CCCC(=O)N(Cc1ccccc1)Cc1ccccc1
  0.8	0.1	-7	-2	0.2	4	12	2	6.9	0.9
- CC(C)NC(=O)CSc1nnc(-c2ccncc2)n1-c1ccccc1
  1	-0.1	-6	-1	0.6	2	.	-7	-0.5	1
- CCCC(=O)Nc1nnc(SCC(=O)Nc2ccc3c(c2)OCO3)s1
  0.9	-0.3	-2	-6	0.3	4	-27	-5	4.2	1.1
- Cc1nonc1OC(C)CNc1ccc([N+](=O)[O-])cc1 (centres undefined)
  0.8	-0.2	1	-3	-4.4	43	.	4	2.5	0.7
- O=C(CSc1nnc(SCc2ccccc2)s1)N/N=C/c1c(Cl)cccc1Cl
  0.9	-0.1	-2	1	0.1	-2	-4	-5	10*	0.9
- COCCNC(=O)CSc1nc2ccccc2c(=O)n1CCC(=O)NCCc1ccc(OC)c(OC)c1
  1.1	-0.1	-7	-1	-0.3	-6	-7	-2	-0.4	1.1
- Cc1nn(C)c(C)c1Nc1ccc(N2C(=O)C3C4C=CC(C4)C3C2=O)cc1[N+](=O)[O-] (centres undefined)
  1.1	-0.1	2	-6	0.8	11	-24	16	-0.8	0.9
- CCCC(=O)Nc1ccc(Cl)c(NC(=O)c2ccc([N+](=O)[O-])cc2Cl)c1
  0.9	-0.5	3	-4	-0.3	37	2	0	3.8	0.9
- CC(C)C(=O)N1CCN(c2ccc(NC(=O)c3ccc(Br)o3)cc2)CC1
  0.9	-0.1	-14	-5	1.0	0	-18	-5	2.5	1
- O=C(Nc1ccc2c(c1)OCCO2)c1ccc(NC(=O)C2CCCO2)cc1 (centres undefined)
  1	-0.4	-7	0	-0.6	0	.	-1	1.3	1
- COc1ccccc1-n1cnnc1SC1CCOC1=O (centres undefined)
  0.9	-0.4	-7	-3	3.7	-2	-3	-6	0.3	1
- O=C(O)Cc1ccc(NC(=O)CCN2C(=O)c3ccc([N+](=O)[O-])cc3C2=O)cc1
  1.2	-0.2	-4	-3	-0.4	-9	0	-1	5.3	1.1
- COc1cccc(-c2nn(-c3ccccc3)cc2C(=O)n2nnc3ccccc32)c1
  1	-0.5	-7	-9	0.3	41	.	-2	1.6	1
- Cc1cc2c(=O)n(C)c(SCC(=O)c3cc4ccccc4o3)nc2s1
  0.9	-0.5	-1	-4	-0.1	-2	6	2	0.3	1.1
- CCC1CCCCN1C1Sc2ccc(C(=O)OC)cc2NC1=O (centres undefined)
  0.9	0.0	-6	1	1.4	100*	.	-4	-0.3	0.9
- COc1ccc(C(=O)Nc2cc([N+](=O)[O-])ccc2N2CCCC2)cc1
  1.2	0.0	14	1	-0.3	-5	-9	16	8.5*	1.1
- CCOCCSc1nnc2nc(C)cc(C)n12
  1	-0.4	-8	-3	-0.2	-3	8	2	0.7	1
- COc1ccc2nc(C)cc(SCC(=O)NNC(=O)COc3cccc4ccccc34)c2c1
  0.9	-0.2	-114	-4	-0.3	44	-4	-3	0.1	1
- N#Cc1ccc(-c2ccc(F)cc2)nc1Oc1ccc(Cl)c(Cl)c1
  1	-0.1	-5	-5	-6.4	-12	.	0	2.7	1
- C=CCc1cccc(/C=N/NC(=O)CCCNc2ccc(C)cc2)c1O
  1	-0.2	-13	-8	0.1	-6	-2	2	0.9	1
- O=C(O)CC(C(=O)Nc1ccc(Cl)c(Cl)c1)C1CCCO1 (centres undefined)
  0.9	-0.2	3	-11	0.0	-7	.	-5	0.8	1
- CCOc1ccc2nc(SCC(=O)NC(=O)NCc3ccco3)sc2c1
  1	-0.2	-4	-3	-4.5	4	.	-5	4.0	1
- N#Cc1c(C(F)(F)F)cc(-c2cccc(Cl)c2)[nH]c1=O
  0.9	0.0	1	-7	2.2	-11	.	-2	1.4	0.9
- Cc1ccc(OCCNC(=O)c2ccco2)cc1C
  0.9	-0.2	-10	2	3.3	5	-9	-6	-0.1	0.9
- COc1ccc(S(=O)(=O)Nc2ccc3oc(C)c(C(C)=O)c3c2)cc1
  1	-0.3	-11	-7	0.0	1	.	1	2.0	1
- CC(=C/c1ccco1)/C=N/NC(=O)c1nnn(-c2nonc2N)c1CN(C)C
  0.9	0.3	-5	0	-0.2	-2	-6	0	3.1	0.4
- O=c1c2[nH]c3cccc(Cl)c3c2ncn1CCN1CCCCC1
  1	-0.3	1	-4	-0.6	14	-12	0	-0.7	0.9
- O=C(CN1CCN(c2ccc(Cl)cc2)CC1)Nc1ccc(F)c(F)c1
  1.1	-0.4	1	-4	1.7	-6	-9	8	0.9	1
- CSc1ncc(CN2CCc3c([nH]c4ccccc34)C2c2cccc(O)c2)cn1 (centres undefined)
  0.9	0.1	-8	-5	0.7	12	18	-10	1.0	0.9
- Cc1nn(C)c(C(=O)NNC(=S)NC2CCCCC2)c1Br
  1	-0.2	-165	-1	-0.1	-2	6	-3	4.0	1
- COc1cc(S(=O)(=O)N2CCOCC2)ccc1F
  1	-0.3	-13	-3	1.6	1	-22	-8	-0.7	1
- CCC(C)(C)NC(=O)C(c1cccc(OC)c1OC)N(CC(C)C)C(=O)CCC(=O)Nc1cc(C)on1 (centres undefined)
  1.1	-0.1	-9	-4	-1.1	9	-12	-4	1.8	1.1
- Cc1cc(C)n(C(=O)c2ccccc2[N+](=O)[O-])n1
  0.9	-0.1	-7	1	0.6	-1	-5	1	0.1	1
- COc1ccccc1NC(=O)Cn1c(=O)n(-c2ccccc2)c(=O)c2oc3ccccc3c21
  0.9	0.0	0	0	-0.4	-3	3	2	2.0	1
- COCCNC(=O)c1cc2cc(Br)cc(OC)c2oc1=O
  1	-0.3	1	-1	0.2	-9	.	2	0.0	1.1
- COc1ccc2c(Cl)c(C(=O)N/N=C/c3ccc4c(c3)OCO4)sc2c1
  1	-0.5	2	-3	-3.8	97*	.	4	5.2	1.1
- Nc1nncn1C(=O)c1ccc(Cl)cc1Cl
  1	0.1	-9	0	-2.1	-1	-10	-4	0.9	1
- COc1ccc(C(=O)NC(=S)Nc2cc(C)ccn2)cc1[N+](=O)[O-]
  0.8	-0.4	11	-6	-0.7	62*	-3	0	3.7	0.9
- N#C/C(=C/c1cc(Br)cs1)C(=O)NCC1CCCO1 (centres undefined)
  1.1	-0.4	7	-8	1.5	5	.	2	0.4	1
- O=C(CN1CCN(c2nc(-c3ccc(F)cc3)cs2)CC1)Nc1ccc2c(c1)OCO2
  1	-0.1	-17	-6	-1.2	2	-22	-10	0.0	1
- c1ccc(-c2nc(N3CCOCC3)cc(N3CCOCC3)n2)cc1
  0.9	-0.2	-10	4	-0.5	-4	-4	-10	1.3	1
- COc1cc(NC(=O)c2ccc(C)cc2)c(OC)cc1NC(=O)CN1CCCCC1
  0.9	0.0	-5	-3	2.4	62*	.	-4	0.7	0.9
- O=C(NC(=S)NCC1COc2ccccc2O1)c1ccccc1 (centres undefined)
  0.9	0.0	-2	0	0.5	-7	.	1	2.0	0.9
- O=C(CCSc1ccccc1)NCc1cccnc1
  1.1	-0.1	-4	-4	-0.2	-7	2	-6	0.0	1.1
- Cc1cccc(-n2nc([N+](=O)[O-])c(=NC3CCN(Cc4ccccc4)CC3)n2O)c1
  1.1	-0.2	3	-3	-1.9	47	-13	3	2.1	0.9
- S=C1NCCNC(=S)NCCOCCOCCN1
  1	0.1	-17	-3	-0.4	-8	-9	-5	4.3	1
- COc1ccc(-c2nnc(SCC(=O)NC(C)c3ccccc3)o2)cc1 (centres undefined)
  0.9	-0.2	-18	1	0.0	14	-2	-4	1.6	0.9
- CCCOC(=O)C1C2C=C[C@]3(CN(CCc4ccccc4)C(=O)[C@H]13)O2 (some centres undefined)
  1.1	0.2	-12	1	-1.2	-1	-18	-3	-0.9	1
- CCCCNc1ccc(S(N)(=O)=O)cc1[N+](=O)[O-]
  1	-0.1	3	4	0.2	46	-1	16	2.2	1
- Cn1c(=O)c2c(nc(N/N=C/c3ccc(OC(=O)c4ccco4)cc3)n2Cc2ccccc2Cl)n(C)c1=O
  0.9	-0.1	-32	-1	0.3	55*	-2	-9	8.0	0.9
- CSc1ccccc1NC(=O)CN(C)CC(=O)Nc1c(F)cccc1F
  1.1	-0.3	-11	0	-0.4	-6	-9	-4	1.1	1.2
- CCSc1nnc(NC(=O)C2CC=CCC2C(=O)O)s1 (centres undefined)
  0.9	-0.3	-11	2	0.9	2	.	-5	3.8	0.9
- N/C(=N\OCc1ccc([N+](=O)[O-])cc1)c1ccncc1
  1.3	0.0	-12	-1	-2.7	1	-27	-7	-1.2	1.2
- O=C(O)CCN1/C(=C/C=Nc2ccccc2)Oc2ccccc21
  1	-0.2	-10	-2	-3.2	0	-20	-2	0.3	0.8

Additional compounds follow.
Below each SMILES: PMI activator	Hsp70 act	TNAP inh noacc	HMGR II inh	Redox H2O2 prof	L major viab	S1P3 antagonist	TNAP inh hiacc	RAM inhibit	PMI act hi M6P
- Cc1ccc(S(=O)(=O)Nc2ccc(NC(=O)c3c(F)c(F)c(F)c(F)c3F)cc2)cc1
  0.9	0.2	-14	-7	-0.3	38	16	-4	2.0	0.8
- Cc1ccc(OCC(=O)Nc2ccc3c(c2)nc2n3CCOC2)cc1
  0.9	-0.5	-12	-4	-0.4	4	16	-4	-0.4	0.9
- Cc1cc(=O)[nH]c(SCn2nnc3ccccc3c2=O)n1
  1	-0.2	-16	1	-3.1	-5	-14	-10	0.9	0.9
- O=C(Nc1ccccn1)C1CCN(S(=O)(=O)c2cccs2)CC1
  1.1	-0.6	-5	-3	-0.2	-2	1	-7	0.0	1
